# E coli Lon inh: inhibits E. coli Lon protease. 360,000 tested, 0.42% active. AID 602123. P0A9M0. inhibition, % at 7.94 µM. purified E. coli Lon protease, fluorescence polarization; in the data active = inhibition above about 13%, passing the limit was not always enough;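 also: 0% = enzyme with probe and DMSO and 100% = no enzyme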
# Rin1-Abl PPI inh: inhibitors of human Rin1-Abl protein interaction; P00519+Q13671; TR-FRET Rin1/Abl binding, biochemical; inhibition, % at 7.35 µM; 360,000 tested, 0.4% active; AID 588664; in the data active = inhibition above about 5%, passing the limit was not always enough
# Rpn11 block: blocks the human proteasome subunit Rpn11 | human 26S proteasome, Ub4-pepOG fluorescence polarization; 20S core pre-blocked with epoxomicin | 360,000 tested, 0.59% active | calls only at 20 µM;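 active = inhibition at 20 µM, scaled to each plate's controls, above about 33%, limit read from the data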
# PABP1 MLLE inh: inhibitors of microRNA-mediated deadenylation, human PABP1 MLLE binding; P11940; GST-MLLE / FITC-PAM2 fluorescence polarization; inhibition, % at 20 µM; 360,000 tested, 0.36% active; AID 588489; in the data active = inhibition above about 35%, passing the limit was not always enough;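 also: plate controls were DMSO wells with GST-MLLE for no effect and wells lacking GST-MLLE protein for full effect; some results filed as inactive read as strong as hits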
# bovine MsrA act: activators of bovine methionine sulfoxide reductase A. AID 602163. activation, % at 10.6 µM. 360,000 tested, 0.3% active. purified bovine MsrA, absorbance read-out; in the data active = activation above about 7.5%;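 also: 0% = vehicle and 100% = reference activator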
# FAS-TE inh: blocks the thioesterase domain of human fatty acid synthase | AID 602261 | 360,000 tested, 0.67% active | inhibition, % at 15 µM | recombinant FAS-TE, OMFH fluorogenic substrate, fluorescence endpoint;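 active = compounds whose normalised, plate-corrected inhibition of enzyme fluorescence in the single-dose primary screen is 50% or more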;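 also: 0% = DMSO with enzyme and 100% = substrate without enzyme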
# Target sequence (P49327 whole entry, looked up, the tested form may be a part): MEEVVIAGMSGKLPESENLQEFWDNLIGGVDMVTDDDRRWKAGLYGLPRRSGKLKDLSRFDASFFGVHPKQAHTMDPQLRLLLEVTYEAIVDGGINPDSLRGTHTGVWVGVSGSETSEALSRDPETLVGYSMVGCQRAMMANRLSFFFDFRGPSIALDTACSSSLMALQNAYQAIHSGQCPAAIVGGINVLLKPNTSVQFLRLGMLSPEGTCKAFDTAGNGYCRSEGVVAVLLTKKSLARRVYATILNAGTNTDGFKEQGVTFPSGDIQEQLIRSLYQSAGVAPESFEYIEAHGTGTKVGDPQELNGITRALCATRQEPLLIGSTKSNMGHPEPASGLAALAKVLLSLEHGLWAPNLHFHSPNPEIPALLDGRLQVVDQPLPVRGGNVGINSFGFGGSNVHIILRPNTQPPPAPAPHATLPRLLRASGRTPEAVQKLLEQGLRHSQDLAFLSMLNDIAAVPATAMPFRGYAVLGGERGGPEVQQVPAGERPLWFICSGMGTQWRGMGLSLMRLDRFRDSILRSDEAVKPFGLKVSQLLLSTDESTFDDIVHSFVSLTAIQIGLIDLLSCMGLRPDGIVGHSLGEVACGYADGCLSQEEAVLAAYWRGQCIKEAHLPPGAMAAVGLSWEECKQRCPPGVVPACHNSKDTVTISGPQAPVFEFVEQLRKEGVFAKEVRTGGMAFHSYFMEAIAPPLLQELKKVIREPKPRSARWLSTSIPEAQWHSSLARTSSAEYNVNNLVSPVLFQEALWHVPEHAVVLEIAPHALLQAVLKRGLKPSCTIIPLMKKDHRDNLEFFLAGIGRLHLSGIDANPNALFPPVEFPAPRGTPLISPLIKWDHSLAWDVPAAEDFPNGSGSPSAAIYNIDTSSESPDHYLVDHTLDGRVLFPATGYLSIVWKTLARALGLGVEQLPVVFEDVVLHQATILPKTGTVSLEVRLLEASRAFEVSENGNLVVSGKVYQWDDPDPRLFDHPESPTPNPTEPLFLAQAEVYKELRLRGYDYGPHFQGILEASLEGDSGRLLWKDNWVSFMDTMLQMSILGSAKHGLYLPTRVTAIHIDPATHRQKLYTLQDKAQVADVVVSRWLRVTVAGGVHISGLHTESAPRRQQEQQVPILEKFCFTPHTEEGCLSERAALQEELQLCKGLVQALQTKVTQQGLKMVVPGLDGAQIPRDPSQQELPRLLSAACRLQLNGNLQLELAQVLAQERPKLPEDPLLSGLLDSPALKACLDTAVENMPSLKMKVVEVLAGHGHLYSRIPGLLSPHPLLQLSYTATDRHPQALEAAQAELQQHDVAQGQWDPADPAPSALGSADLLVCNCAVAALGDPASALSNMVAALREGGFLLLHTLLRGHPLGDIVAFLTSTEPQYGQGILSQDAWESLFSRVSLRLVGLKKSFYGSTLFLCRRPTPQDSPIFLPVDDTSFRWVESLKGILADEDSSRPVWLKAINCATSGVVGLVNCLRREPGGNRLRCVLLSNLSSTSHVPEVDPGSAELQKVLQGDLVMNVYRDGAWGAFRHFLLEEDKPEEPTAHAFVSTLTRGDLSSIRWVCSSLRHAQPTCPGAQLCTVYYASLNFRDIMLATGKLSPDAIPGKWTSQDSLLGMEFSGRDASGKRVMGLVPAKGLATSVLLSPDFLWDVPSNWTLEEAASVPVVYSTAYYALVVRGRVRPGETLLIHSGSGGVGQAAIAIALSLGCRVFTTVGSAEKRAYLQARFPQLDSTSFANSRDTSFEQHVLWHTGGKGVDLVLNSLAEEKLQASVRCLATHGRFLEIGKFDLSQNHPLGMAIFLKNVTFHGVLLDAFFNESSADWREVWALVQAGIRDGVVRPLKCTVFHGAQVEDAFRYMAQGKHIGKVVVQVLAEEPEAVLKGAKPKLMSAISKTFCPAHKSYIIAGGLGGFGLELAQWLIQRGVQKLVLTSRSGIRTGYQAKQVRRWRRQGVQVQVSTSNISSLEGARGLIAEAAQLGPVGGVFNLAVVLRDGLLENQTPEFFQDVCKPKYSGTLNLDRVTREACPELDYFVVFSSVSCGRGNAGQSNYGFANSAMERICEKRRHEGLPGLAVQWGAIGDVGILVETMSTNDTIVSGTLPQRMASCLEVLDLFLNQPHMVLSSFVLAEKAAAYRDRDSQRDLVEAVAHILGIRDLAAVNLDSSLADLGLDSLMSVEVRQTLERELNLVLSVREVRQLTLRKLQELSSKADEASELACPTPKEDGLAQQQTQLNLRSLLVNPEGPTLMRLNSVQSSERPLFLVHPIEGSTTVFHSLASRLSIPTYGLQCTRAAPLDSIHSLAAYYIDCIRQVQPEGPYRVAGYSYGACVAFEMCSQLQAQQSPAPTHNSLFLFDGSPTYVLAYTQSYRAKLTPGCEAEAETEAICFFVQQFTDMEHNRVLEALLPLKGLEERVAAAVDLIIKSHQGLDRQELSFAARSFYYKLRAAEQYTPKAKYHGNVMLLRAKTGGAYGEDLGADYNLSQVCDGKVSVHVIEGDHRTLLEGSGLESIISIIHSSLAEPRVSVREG
# CSN deneddyl inh: CSN deneddylation inhibition | AID 651999 | Purified CSN, SCF-Nedd8-OG deneddylation, fluorescence polarization | Q92905 | inhibition, % at 12.5 µM | 360,000 tested, 0.38% active;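 active = pattern-corrected inhibition above about 35%, with an unprinted fluorescence ratio check between 0.5 and 1.5, limit read from the data, passing the limit was not always enough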;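 also: 0% = enzyme with substrate and 100% = substrate without enzyme; some results filed as inactive read as strong as hits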
#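 Assay system: purified human Csn5 enzyme expressed in HEK293T cells; Input: 0.24 nM Csn5 enzyme, final concentration; Reagent: 10 nM SCFSkp2-Nedd8OG; Compound dosing: 12.5 µM single point; Times: reaction 90 min, room temperature; Technique: fluorescence polarization readout.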
# MsrA inhibitor: inhibits bovine methionine sulfoxide reductase A | 360,000 tested, 0.75% active | AID 651718 | inhibition, % at 15.5 µM | purified bovine MsrA, absorbance read-out; in the data active = inhibition above about 4.5%;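 also: 0% = vehicle wells with enzyme and 100% = reference inhibitor wells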
# MT1-MMP act inh: inhibitors of human MT1-MMP activation. GFP/RFP ratio change, % at 20 µM. P50281. 360,000 tested, 0.061% active. HT1080 RFP-PRO-GFP cells, GFP/RFP ratio fluorescence, overnight; percent of plate control window, DMSO zero;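 active = GFP/RFP ratio change of at least 30% with cell ATP level not reduced by more than half and red fluorescence within 50% of control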; also: strong numbers were not always called active
#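 Assay system – RFP-PRO-GFP reporter HT1080 cells · Compound dosing – single dose of 20 µM compound, 1% DMSO final · Incubation – overnight compound exposure at 37 °C · Measure – GFP/RFP fluorescence ratio · Benchmarks – DMSO wells and RFP-L50D-GFP cells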
# * marks the source's active call; other numbers are inactive results; i = inactive; · = no result given.
no.	structure	E coli Lon inh	Rin1-Abl PPI inh	Rpn11 block	PABP1 MLLE inh	bovine MsrA act	FAS-TE inh	CSN deneddyl inh	MsrA inhibitor	MT1-MMP act inh
1	COc1cccc(NC(=O)CN(c2cccc(F)c2)S(C)(=O)=O)c1	-2	1	i	7	-4	-5	-2	0.6	-2
2	COc1ccc(/C=C(\C#N)C(=O)ONC2=NCCCCC2)cc1	1	2	i	-3	-1	-3	-3	1.4	-1
3	Cc1c(O)ccc(C(=O)CN2C(=O)c3ccccc3C2=O)c1O	-9	1	i	-9	-4	-1	-5	5.7*	-2
4	CCC(C)NC(=O)CCn1c(-c2ccccc2)cc(C(C)=O)c1C (configuration not stated)	6	1	i	-5	-7	-8	-7	0.0	0
5	O=C(Nc1ccc(CN2CCOCC2)cc1)c1ccc(-c2cccc(Cl)c2)o1	6	-1	i	-1	0	7	4	2.2	0
6	CCCNC(=O)Cn1cnc2sc(C(=O)Nc3cc(OC)c(OC)c(OC)c3)c(C)c2c1=O	-7	-3	i	14	-8	-1	2	·	6
7	CC(=O)/C=C1\SC(CC(=O)O)C(=O)N1c1ccccc1 (configuration not stated)	1	1	i	0	0	-6	2	0.8	9
8	COc1ccc(S(=O)(=O)N(C)CC(=O)Nc2ccc3c(c2)OCCO3)cc1	-1	-2	i	-5	-2	-2	-1	-0.4	1
9	O=C(COC(=O)c1cccnc1Nc1ccccc1F)NC1CC1	-1	0	i	-13	-3	-10	-2	1.5	0
10	COc1ccc(/C=N\NC(=O)CCc2c(C)n[nH]c2C)c(OC)c1OC	-4	-5	i	-10	-2	-11	-1	1.2	0
11	CN(CC(=O)Nc1ccccc1Cl)C(=O)c1ccccc1SCC(=O)N1CCCC1	-6	1	i	-5	-3	-4	4	1.1	-1
12	COc1cc(S(=O)(=O)N(Cc2cccnc2)Cc2cccc(OC)c2OC)ccc1-n1cnnn1	-5	0	i	7	-2	3	0	0.0	-2
13	Nc1ccc(-c2nnc(-c3ccc(-c4ccccc4)cc3)o2)cc1	-4	4	i	16	-4	10	6	0.9	5
14	CCN1C(=O)[C@@H]2[C@@H](c3ccc(-c4ccc(Cl)c(Cl)c4)c(OC)c3)N3CCC[C@@]3(C(=O)OC)[C@@H]2C1=O	-14	6	i	8	-2	35	7	-0.6	-7
15	Cc1ccc(NCCCn2ccc(NC(=O)OCc3ccccc3)nc2=O)cc1C	6	-2	i	16	1	6	-4	1.4	-1

# An excerpt from above in order of the bovine MsrA act value, lowest first.
nr	molecule	E coli Lon inh	Rin1-Abl PPI inh	Rpn11 block	PABP1 MLLE inh	bovine MsrA act	CSN deneddyl inh	MsrA inhibitor	MT1-MMP act inh
6	CCCNC(=O)Cn1cnc2sc(C(=O)Nc3cc(OC)c(OC)c(OC)c3)c(C)c2c1=O	-7	-3	i	14	-8	2	·	6
3	Cc1c(O)ccc(C(=O)CN2C(=O)c3ccccc3C2=O)c1O	-9	1	i	-9	-4	-5	5.7*	-2
8	COc1ccc(S(=O)(=O)N(C)CC(=O)Nc2ccc3c(c2)OCCO3)cc1	-1	-2	i	-5	-2	-1	-0.4	1
5	O=C(Nc1ccc(CN2CCOCC2)cc1)c1ccc(-c2cccc(Cl)c2)o1	6	-1	i	-1	0	4	2.2	0

# Going on with the list:
no.	structure	E coli Lon inh	Rin1-Abl PPI inh	Rpn11 block	PABP1 MLLE inh	bovine MsrA act	FAS-TE inh	CSN deneddyl inh	MsrA inhibitor	MT1-MMP act inh
16	NC(=O)Cn1c(O)c(N=NC(=O)CNC(=O)/C=C/c2ccccc2)c2ccccc21	5	-3	i	-3	-8	0	-3	1.1	3
17	O=C(O)CCCC(=O)Nc1ccccc1C(=O)N1CCCC1	-13	1	i	6	-5	-7	-8	-0.1	-2
18	O=C(OCC(=O)c1ccc[nH]1)c1ccc([N+](=O)[O-])cc1	6	-3	i	14	-3	1	2	0.5	0
19	CCOC(=O)N1CCN(C(=O)C2CCN(c3ncnc4c3sc3cccc(F)c34)CC2)CC1	-8	18*	i	-14	-1	-3	-1	1.9	-3
20	Fc1ccc(-c2oncc2-c2nnnn2-c2ccccc2)cc1F	-2	3	i	2	1	5	5	-0.7	1
21	CCOc1[nH]n(-c2ccccc2)c(=O)c1C=Nc1ccc(Cl)cc1	7	-1	i	12	0	24	-5	1.5	7
22	Cc1ccc(NNC(=O)c2ccno2)c(C)c1	-4	-1	i	10	-4	-4	-2	-0.9	2
23	CCCCCN(C(=O)CCC(=O)OCCOc1ccccc1)c1c(N)n(CCCC)c(=O)[nH]c1=O	-8	0	i	-3	1	-1	1	-1.1	-3
24	CCC(CC)=NNc1ccc(S(N)(=O)=O)cc1[N+](=O)[O-]	4	-10	i	-14	-1	-3	0	-0.2	6
25	CC1CCCCC1NS(=O)(=O)c1ccc(S(=O)(=O)N2CCN(CCC#N)CC2)cc1 (configuration not stated)	-1	1	i	-4	1	9	-3	-0.7	3
26	CCN(CC)C(=O)C(Cc1ccccc1)N1C(=O)c2ccccc2C1=O (configuration not stated)	-6	2	i	2	-4	-4	-5	0.2	0
27	CCCn1c(NCc2cccc(OC)c2O)nc2ccccc21	-3	4	i	-7	-6	-7	1	-1.3	0
28	O=C(NC(Cc1c[nH]c2ccccc12)C(=O)O)/C(=C/c1ccc2c(c1)OCO2)NC(=O)c1ccccc1 (configuration not stated)	2	3	i	6	-3	2	-14	0.6	0
29	O=C(Oc1cccc2ccccc12)C1CC1	-2	3	i	-2	-2	0	0	0.6	-2
30	O=C(NC1CCCCC1)C(c1ccncc1)N(C(=O)c1csnn1)c1ccccc1 (configuration not stated)	0	2	i	-15	-7	-8	0	0.4	1

# Retrieved by compound from the list above, 3 records:
no.	structure	E coli Lon inh	Rin1-Abl PPI inh	Rpn11 block	PABP1 MLLE inh	bovine MsrA act	FAS-TE inh	CSN deneddyl inh	MsrA inhibitor	MT1-MMP act inh
24	CCC(CC)=NNc1ccc(S(N)(=O)=O)cc1[N+](=O)[O-]	4	-10	i	-14	-1	-3	0	-0.2	6
22	Cc1ccc(NNC(=O)c2ccno2)c(C)c1	-4	-1	i	10	-4	-4	-2	-0.9	2
29	O=C(Oc1cccc2ccccc12)C1CC1	-2	3	i	-2	-2	0	0	0.6	-2

# Next part.
no.	structure	E coli Lon inh	Rin1-Abl PPI inh	Rpn11 block	PABP1 MLLE inh	bovine MsrA act	FAS-TE inh	CSN deneddyl inh	MsrA inhibitor	MT1-MMP act inh
31	O=C(NNC(=O)c1cc2cc(OC(F)(F)F)ccc2[nH]1)c1cccc(C(F)(F)F)c1	1	3	i	-3	-1	5	-2	-1.6	-2
32	COc1cnn(-c2ccc([N+](=O)[O-])cc2)c(=O)c1Cl	0	-4	i	-19	-2	-2	1	-0.1	-1
33	COc1ccc(OC)c(NCc2nnc(-c3ccccc3)o2)c1	-4	1	i	-3	5	-2	0	-0.1	3
34	COc1ccc(C(=O)NC(=S)Nc2ccc3c(c2)Cc2ccccc2-3)cc1	-11	1	i	33	2	11	2	0.4	-7
35	Cc1cc(NS(=O)(=O)c2ccc(NC(=O)COc3ccc(C#N)cc3)cc2)nc(C)n1	0	2	i	4	-2	-6	-3	1.0	3
36	CCCCC(=O)N(C)c1c(CC)nc2c(OCCC3CCCCC3)cccn12	-10	1	i	12	5	23	-2	0.4	-9
37	O=C(NCC(=O)N1CCN(c2ccccc2)CC1)c1ccccc1	-8	0	i	8	-3	-4	-7	0.7	-4
38	COc1ccc(NC(=O)NNc2cc(N3CCOCC3)nc(N3CCOCC3)n2)cc1	34*	4	i	18	-7	-4	-1	0.1	-1
39	O=C(CN1CCC(O)(c2ccc3c(c2)OCO3)CC1)OC1CCCCC1	-3	1	i	3	0	0	2	0.9	4
40	CC(=O)Nc1ccc(Br)cc1C(=O)C(=O)O	-2	-2	i	0	-8	-10	-6	-0.2	-1
41	Cc1ccccc1-c1ccnc2[nH]n(-c3ccccc3)c(=O)c12	9	-3	i	-82	2	-4	0	1.1	4
42	CC(C)C[C@@H](CNCC(=O)[C@H](Cc1ccccc1)NC(=O)c1[nH]cnc1C(=O)N[C@H](CN)CC(C)C)NC(=O)c1nc[nH]c1C(=O)N[C@@H](CC(=O)O)C(=O)O	0	-2	i	17	-2	-7	-5	-0.6	2
43	CCC(=O)Nc1ccc(NC(=O)C23CC4CC(CC(C4)C2)C3)cn1	1	2	i	11	0	-9	-1	-0.9	1
44	COc1ccccc1N1CCN(S(=O)(=O)c2c[nH]c(=O)[nH]c2=O)CC1	4	0	i	20	-3	-6	-4	0.8	-1
45	CCOC(=O)c1sc2nc(C3CC3)cc(-c3ccc(OC)cc3)c2c1N	-3	-1	i	-1	1	13	-3	0.2	-7

# (further entries)
no.	structure	E coli Lon inh	Rin1-Abl PPI inh	Rpn11 block	PABP1 MLLE inh	bovine MsrA act	FAS-TE inh	CSN deneddyl inh	MsrA inhibitor	MT1-MMP act inh
46	Cc1ccc(C)c(NC(=S)N2CCC(NC(=O)C3CCCCC3)CC2)c1	-2	1	i	-63	-3	-6	-3	-0.2	1
47	COC(=O)COc1cccc(/C=N/NC(=O)CCSc2ccccc2)c1	-10	2	i	7	-4	5	-15	-1.5	-3
48	COc1ccc(C(C)=O)cc1COC(=O)Cn1cnc2ccccc2c1=O	-2	-1	i	-21	-3	-3	3	-0.1	0
49	CC1=C(C(=O)Nc2cccc(C(=O)NCc3ccc(F)cc3)c2)SCCO1	-12	1	i	17	-8	0	-2	0.4	3
50	COc1ccc(Cl)cc1NC(=O)c1cc(C)no1	0	2	i	-10	1	-1	-4	0.9	-4
51	CCC(C)(C)NC(=O)CN(C(=O)CCC(=O)Nc1nccs1)c1ccc(C)cc1	0	-2	i	17	4	-2	0	-1.0	-2
52	COc1ccc(S(=O)(=O)N(C)CC(=O)N2CCCC2)cc1Cl	-10	6	i	-4	-7	-7	7	-0.3	1
53	COc1ccccc1-c1ccc([C@@H]2C[C@H]3[C@@H](CN2)CON3C)cc1	9	-2	i	-17	-1	-4	2	-0.6	-1
54	O=C(Cc1cccc2ccccc12)N/N=C/c1ccc(F)cc1	-5	0	i	4	-3	3	-2	-0.4	9
55	CC(NC(=O)C1CC=CCC1C(=O)O)C1CC2CCC1C2 (configuration not stated)	3	-1	i	-1	-2	1	-3	-0.8	0
56	COc1ccc(CCNC(=O)CCCOc2ccc(C)cc2)cc1OC	4	-1	i	-1	-9	-2	-9	0.3	-4

# Compound profiles, from the list above. Order of screens: E coli Lon inh, Rin1-Abl PPI inh, Rpn11 block, PABP1 MLLE inh, bovine MsrA act, FAS-TE inh, CSN deneddyl inh, MsrA inhibitor, MT1-MMP act inh
# Listed for COc1ccc(CCNC(=O)CCCOc2ccc(C)cc2)cc1OC : 4, -1, i, -1, -9, -2, -9, 0.3, -4
# Listed for COC(=O)COc1cccc(/C=N/NC(=O)CCSc2ccccc2)c1 : -10, 2, i, 7, -4, 5, -15, -1.5, -3

# Rin1-Abl PPI inh: hit marks shown above.
item	mol	E coli Lon inh	Rin1-Abl PPI inh	Rpn11 block	PABP1 MLLE inh	bovine MsrA act	CSN deneddyl inh	MsrA inhibitor	MT1-MMP act inh
19	CCOC(=O)N1CCN(C(=O)C2CCN(c3ncnc4c3sc3cccc(F)c34)CC2)CC1	-8	18*	i	-14	-1	-1	1.9	-3

# Source: PubChem
